SIRT5 block = SIRT5 desuccinylase inhibitors, primary screen, biochemical, fluorescence imaging, single point, set 5 | NAD-dependent protein deacylase sirtuin-5, mitochondrial (Homo sapiens), Q9NXA8 | Purified SirT5, succinyl-peptide AMC, trypsin-coupled fluorescence | inhibition, % at 15 µM | 330,000 tested, 1.1% active; in the data active means inhibition above about 15%; inconclusive means no clear call, values can overlap the other calls
Target sequence (Q9NXA8 whole entry, looked up): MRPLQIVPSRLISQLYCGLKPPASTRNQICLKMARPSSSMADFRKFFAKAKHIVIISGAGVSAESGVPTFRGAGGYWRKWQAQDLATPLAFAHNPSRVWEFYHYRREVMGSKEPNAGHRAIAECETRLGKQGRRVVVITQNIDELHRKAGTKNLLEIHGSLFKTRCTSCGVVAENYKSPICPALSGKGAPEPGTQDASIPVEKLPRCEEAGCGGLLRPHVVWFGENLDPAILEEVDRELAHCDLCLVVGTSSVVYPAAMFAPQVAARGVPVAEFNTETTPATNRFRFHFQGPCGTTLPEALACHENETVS
Statin myotox sup = suppressors of statin myotoxicity in C2C12 myotubes, primary screen, cell-based, single point, plate reader; C2C12 myotubes + simvastatin, ATP luminescence, 48 h; scaled: DMSO 0, geranylgeraniol control 100; rescue of ATP level, % at 7.49 µM; 330,000 tested, 0.78% active;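 active means mean ATP rescue above about 67%, or every replicate alone reaching that limit, limit read from the data, passing the limit was not always enough; inconclusive means no clear call, values can overlap the other calls; inactive means mean under the limit and some replicate under it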;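 further: myotubes were challenged with 10 µM simvastatin during compound exposure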
S100A4 inh HTS = inhibitors of S100A4-myosin IIA peptide binding, primary screen, biochemical, fluorescence polarization, TAMRA-MyoIIA peptide. Protein S100-A4 (Homo sapiens), P26447. 360,000 tested, 0.14% active. inhibition, % at 10.7 µM;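 active means mean inhibition of at least 70% across replicates, with every replicate also reaching that level; inconclusive means mean inhibition reaches 70% but some replicates fall short; inactive means mean inhibition below 70%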
Target sequence (P26447 whole entry, looked up): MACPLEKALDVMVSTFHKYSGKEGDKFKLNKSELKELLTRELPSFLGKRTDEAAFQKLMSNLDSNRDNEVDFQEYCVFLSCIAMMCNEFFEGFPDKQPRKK
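Material: S100A4 monomer protein | Medium: HEPES pH 7.2 with CaCl2, KCl, NaCl, DTT, Triton | Reagent: Labelled myosin peptide probe, 5 nM | Doses: One dose per compound | Times: 5 min incubation before reading | Benchmarks: Neutral control DMSO, positive control TFP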
ERp5 inh = inhibitors of ERp5-driven insulin aggregation, primary screen, biochemical, turbidity, absorbance 650 nm, single point; 350,000 tested, 0.05% active; 90 min; inhibition, % at 9.99 µM; AID 651711, 2012;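 active means mean replicate inhibition above about 25%, with every replicate also reaching it, limit read from the data, passing the limit was not always enough; inconclusive means only one of those two criteria met; inactive means neither criterion met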
Target sequence (Q15084 whole entry, looked up): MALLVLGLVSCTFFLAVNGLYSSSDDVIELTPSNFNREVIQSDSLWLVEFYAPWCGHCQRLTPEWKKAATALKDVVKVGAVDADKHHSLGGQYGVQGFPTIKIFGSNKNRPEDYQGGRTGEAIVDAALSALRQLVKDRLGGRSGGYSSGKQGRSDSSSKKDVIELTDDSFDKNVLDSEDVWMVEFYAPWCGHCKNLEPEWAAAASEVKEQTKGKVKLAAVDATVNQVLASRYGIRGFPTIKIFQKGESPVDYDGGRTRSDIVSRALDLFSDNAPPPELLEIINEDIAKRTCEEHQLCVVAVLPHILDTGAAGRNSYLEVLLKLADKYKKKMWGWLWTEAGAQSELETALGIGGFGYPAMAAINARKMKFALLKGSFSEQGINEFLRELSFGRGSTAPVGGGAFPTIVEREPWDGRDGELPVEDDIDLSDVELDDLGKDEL
E-sel inducer = E-selectin induction in HUVECs, primary screen, imaging, HUVEC, immunofluorescence imaging, single point. P16581. activation, % at 7.58 µM. normalized: neutral wells 0, TNF-alpha wells 100. 260,000 tested, 0.37% active;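 active means mean E-selectin-positive cell signal at least 10% of the positive control, reached in at least 60% of replicates, without over 20% cell loss; inconclusive means no rule given, readout overlaps actives, possibly toxicity-flagged; inactive means the rest, including those meeting only one limit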;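 further: in these data hits start at about 27%; measured in HUVEC primary endothelial cells; signal is the percent of cells scored E-selectin positive by PE staining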
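Read-out: % PE-positive cells | Test system: HUVEC | Doses: One compound dose added by pin transfer | Buffer or medium: EGM-2 over gelatin coat | Signal: Immunofluorescence imaging | Benchmarks: TNF-alpha, DMSO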
DENV2 CPE rescue = inhibitors of DENV2 cytopathic effect, primary screen, cell-based, plate reader, single concentration; CPE inhibition, % at 9.99 µM; 350,000 tested, 1.7% active; DENV2-infected cells, cytopathic effect rescue; AID 651640, 2012; in the data active means CPE inhibition above about 20%, passing the limit was not always enough; inconclusive means no clear call, values can overlap the other calls; tested in BHK-21 cells;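 further: 0% = median of neutral control wells and 100% = median of positive control wells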
PglD DTNB = C. jejuni PglD acetyltransferase inhibitors, primary screen, biochemical, DTNB colorimetric, single point. UDP-N-acetylbacillosamine N-acetyltransferase PglD (Campylobacter jejuni). purified PglD enzyme, DTNB colorimetric CoA detection. inhibition, % at 12.5 µM. 360,000 tested, 0.098% active; in the data active means inhibition above about 16%, passing the limit was not always enough; inconclusive means no clear call, values can overlap the other calls; further: strong numbers were not always called active
* = called active by the depositor; ? = inconclusive; . = not tested or not shown; & = joins results of further samples. This is a subset; rates above refer to the full screens.

SMILES | SIRT5 block | Statin myotox sup | S100A4 inh HTS | ERp5 inh | E-sel inducer | DENV2 CPE rescue | PglD DTNB
Cc1ccccc1NC1=C(Cl)C(=O)OC1NC(=O)c1ccccc1 (stereo not drawn) | 1 | 13 | -1 | -9 | . | 0 | 6
CN(C)S(=O)(=O)c1ccc(C(=O)OCC2COC(C)(C)O2)cc1 (stereo not drawn) | 4 | 0 | 6 | 1 | 0.0 | 16 | .
NNC(=O)Cn1c(-c2ccccc2)cc2ccccc21 | 21* | -3 | -3 | -3 | 0.7 | 9 | -4
CCC1(c2ccc(OC)cc2)NC(=O)N(CC(=O)c2ccc3c(c2)OCCO3)C1=O (stereo not drawn) | -4 | 0 | -2 | 1 | -0.9 | -8 | 0
O=C(NCCO)c1cc2c([nH]c3ccccc32)c(-c2ccccc2)n1 | -8 | -3 | -2 | -1 | . | 1 | 5
CN1C(=O)/C(=C\c2ccc(OC(=O)c3ccco3)cc2)SC1=S | -7 | -7 | 0 | 3 | . | 15 | 0
COc1ccc(N(CC(=O)NCc2ccc3c(c2)OCO3)S(=O)(=O)c2c(C)nn(C)c2C)cc1 | -1 | 6 | -8 | 1 | . | 1 | -1
Cc1cc(NC(=O)CN2CCN(c3ncccn3)CC2)no1 | -3 | -1 | -9 | ? | . | 2 | 5
CC(C)Cc1nnc(NC(=O)CCc2ccccc2)s1 | -4 | -18 | 2 | 3 | 0.2 | -4 | -5
CCOc1ccccc1-c1cc(NC)ncn1 | 2 | 6 | 5 | -3 | 0.7 | 16 | 3
CC(C)c1nc(-c2ccc([N+](=O)[O-])cc2)cs1 | . | -5 | . | . | 0.1 | . | 2
C[C@H](CO)N1C[C@H](C)[C@H](CN(C)C(=O)NC2CCCCC2)Oc2ccc(NS(=O)(=O)c3cccs3)cc2C1=O | 2 | 20 | -3 | -2 | . | 10 | -5
CC(=O)c1cccc(NC(=S)NCc2ccco2)c1 | 0 | . | -3 | -3 | . | 5 | .
C[C@H](CO)N1C[C@H](C)[C@@H](CN(C)C(=O)c2ccncc2)Oc2cc(C#CC3(O)CCCC3)ccc2S1(=O)=O | 2 | -7 | -58 | 6 | -0.5 | -10 | -2
CO[C@@H]1CC[C@H]2CCOc3c(C#N)cccc3C(=O)N(C)[C@@H](C)C(=O)N(C)C[C@@H]1O2 | -2 | -6 | -4 | 2 | -0.1 | -1 | 4
C[C@@H]1CN([C@H](C)CO)C(=O)c2cc(/C=C/c3ccccc3)cnc2O[C@@H]1CN(C)S(=O)(=O)c1ccc(F)cc1 | -5 | 2 | -14 | 2 | -0.1 | -6 | -6
N#C[C@@H]1[C@@H](c2ccc(-c3ccc(F)cc3)cc2)[C@@H](CO)N1S(=O)(=O)Cc1ccccc1 | 8 | 39 | 7 | -13 | -0.3 | 17 | -3
C[C@@H]1CN([C@@H](C)CO)C(=O)CCCn2cc(nn2)CO[C@H]1CN(C)C(=O)Nc1ccc(C(C)(C)C)cc1 | -1&-1 | 8&-9 | -2&-1 | -2&4 | -0.1&0.1 | 9&-10 | 0
COc1cccc(CN2CCNC(=O)C2CC(=O)N(C)C2CCCCC2)c1 (stereo not drawn) | 3 | -3 | 0 | -3 | . | 6 | -2
CO/N=C1\CCCc2c(C(=O)NN)sc(SC)c21 | -5 | . | -3 | 2 | 2.6 | -1 | -3
COc1ccccc1OCCC(=O)OCC(=O)Nc1ccc2c(c1)OCO2 | . | . | -4 | -11 | 0.2 | -2 | .
Cc1ccc(S(=O)(=O)N(C)/C(=N/S(=O)(=O)c2ccccc2)c2ccccc2)cc1 | -1 | 9 | -5 | 3 | . | -4 | .
Cn1nnnc1SCc1nc2scc(-c3ccccc3)c2c(=O)[nH]1 | 3 | -5 | 8 | -6 | -0.3 | 3 | 3
COc1ccc(NC(=O)CN(C)C(=O)CCc2nc3cc(S(=O)(=O)N4CCOCC4)ccc3n2C)cc1 | 1 | . | -6 | 1 | 2.0 | 17 | -3
COC(=O)COc1ccc2cc(-c3ccccc3)c(=O)oc2c1 | -1 | 3 | 12 | 0 | . | 7 | 5

Additional entries:
SMILES | SIRT5 block | Statin myotox sup | S100A4 inh HTS | ERp5 inh | E-sel inducer | DENV2 CPE rescue | PglD DTNB
Fc1ccc2cnc(CCO[C@H]3CCCCO3)cc2c1 | -1 | 5 | 2 | 3 | -0.1 | -4 | 3
C[C@@H]1CCCCO[C@H](CN(C)C(=O)Nc2ccc(F)cc2)[C@@H](C)CN([C@@H](C)CO)C(=O)c2cc(NS(=O)(=O)c3ccc(F)cc3)ccc2O1 | . | . | . | . | 0.0 | -5 | 0
COc1ccc(CN(C)C[C@H]2Oc3ccc(NC(=O)C4CC4)cc3C(=O)N([C@H](C)CO)C[C@@H]2C)cc1 | -2 | -2 | 3 | 6 | 0.2 | -2 | 0
Cc1cc(Br)c(Oc2cc(NN3CCCCC3)c([N+](=O)[O-])cc2[N+](=O)[O-])c(Br)c1 | -10 | 12 | -1 | 1 | -0.1 | -9 | 5
CC1=NN(c2ccccc2)C(=O)/C1=C/N(C)C | 2 | . | 0 | -2 | -0.1 | 5 | -4
CS(=O)(=O)N(CC(=O)N1CCOCC1)c1cc(C(F)(F)F)ccc1Cl | -1 | 10 | -1 | -1 | . | 12 | 5
C[C@@H]1CN([C@@H](C)CO)C(=O)Cc2cc(NC(=O)NC3CCCCC3)ccc2O[C@@H]1CN(C)Cc1ccc(C(F)(F)F)cc1 | 2 | -118 | 2 | 3 | 0.0 | -1 | 2
COc1ccc(NC(=O)N2CCN(C(=O)C3CCCO3)CC2)cc1 (stereo not drawn) | 3 | . | -4 | 4 | 0.0 | 3 | -3
CCOc1ccc(NC(=O)N2CCN(C(=O)c3ccco3)CC2)cc1 | -1 | . | 0 | -6 | -0.8 | 4 | -1
O=C(Nc1ccnn1C1CCN(Cc2cccc(O)c2)CC1)C1CCCC1 | -1 | 3 | 2 | -9 | -0.3 | -3 | -4
CC(SC1=NCCS1)C(=O)Nc1nnc(-c2ccc(Cl)cc2)s1 (stereo not drawn) | -1 | -2 | 3 | 1 | . | 0 | -1
C[C@@H]1CN([C@H](C)CO)C(=O)c2c(c3ccccc3n2C)-c2ccccc2CO[C@@H]1CN(C)C(=O)Nc1ccc(F)cc1 | -3 | 9 | 13 | 2 | -4.3 | 4 | 2
O=C1c2ccccc2C(Nc2ccc(F)cc2F)N1CCN1CCOCC1 (stereo not drawn) | 2 | 2 | 0 | -3 | -0.6 | 11 | -1
CCOc1ccc(CNc2nnnn2C)cc1OC | -1 | -12 | -1 | 2 | -0.1 | ? | 5
Cc1cnc(NC(=O)Cc2ccc(S(=O)(=O)N3CCOCC3)s2)s1 | -3 | . | 5 | -9 | 0.6 | 9 | .
COc1ccc(S(=O)(=O)N2CCCCC2)cc1NC(=O)c1ccc(N2CCCC2=O)cc1 | 0 | 33 | -2 | -5 | . | ? | 1
O=C(C[C@H]1CC[C@@H](NC(=O)C2CCOCC2)[C@@H](CO)O1)Nc1ccc(-c2ccccc2)cc1 | 2 | -1 | -36 | -3 | -0.1 | -3 | -1
CC(C(=O)Nc1cccnc1)C1Sc2ccccc2NC1=O (stereo not drawn) | -1 | . | 0 | 2 | . | 7 | -5
O=C(CCS(=O)(=O)c1ccc(Cl)cc1)Nc1ccc(F)cc1 | -3 | 8 | -5 | 1 | -0.1 | 7 | -7
CC(C)NC(=O)N(C)C[C@@H]1OCCCC[C@@H](C)Oc2ccc(NC(=O)CCCCCC(=O)Nc3ccccc3N)cc2C(=O)N([C@H](C)CO)C[C@@H]1C | -5 | . | -7 | -3 | . | 3 | 1
CCCc1cc(=O)n2[nH]c(C(F)(F)F)nc2n1 | 0 | 1 | -3 | 2 | . | 6 | -1
NS(=O)(=O)c1cc(Cl)c(NC(=O)COC(=O)c2ccccn2)c(Cl)c1 | -1 | 2 | -4 | 5 | . | -10 | -3
CN(C)c1ccc(S(=O)(=O)NCC(=O)OCC(=O)Nc2cc(Cl)cc(Cl)c2)cc1[N+](=O)[O-] | 2 | -13 | -3 | 3 | . | -5 | .
COc1ccccc1NC(=O)C(C)OC(=O)COc1cccc2c1OC(C)(C)C2 (stereo not drawn) | -4 | 4 | 7 | 6 | 3.1 | -5 | -4
Cc1noc(C)c1S(=O)(=O)N(C)C[C@@H]1Oc2ccc(N(C)C)cc2CC(=O)N([C@@H](C)CO)C[C@H]1C | 9 | 7 | 5 | 1 | -0.1 | 8 | -3
CCc1ccc(NC(=O)CSCc2nc(N)nc(Nc3ccccc3CC)n2)cc1 | . | 12 | . | . | 2.3 | . | -1
Cc1ccc(OCC(=O)Nc2ccc3c(c2)nc(CCN2CCN(C)CC2)n3C)cc1 | 2 | . | 3 | 2 | 1.0 | 11 | .

Structural class: the entries above containing fluorine (10)
SMILES | SIRT5 block | Statin myotox sup | S100A4 inh HTS | ERp5 inh | E-sel inducer | DENV2 CPE rescue | PglD DTNB
C[C@@H]1CN([C@H](C)CO)C(=O)c2cc(/C=C/c3ccccc3)cnc2O[C@@H]1CN(C)S(=O)(=O)c1ccc(F)cc1 | -5 | 2 | -14 | 2 | -0.1 | -6 | -6
N#C[C@@H]1[C@@H](c2ccc(-c3ccc(F)cc3)cc2)[C@@H](CO)N1S(=O)(=O)Cc1ccccc1 | 8 | 39 | 7 | -13 | -0.3 | 17 | -3
Fc1ccc2cnc(CCO[C@H]3CCCCO3)cc2c1 | -1 | 5 | 2 | 3 | -0.1 | -4 | 3
C[C@@H]1CCCCO[C@H](CN(C)C(=O)Nc2ccc(F)cc2)[C@@H](C)CN([C@@H](C)CO)C(=O)c2cc(NS(=O)(=O)c3ccc(F)cc3)ccc2O1 | . | . | . | . | 0.0 | -5 | 0
CS(=O)(=O)N(CC(=O)N1CCOCC1)c1cc(C(F)(F)F)ccc1Cl | -1 | 10 | -1 | -1 | . | 12 | 5
C[C@@H]1CN([C@@H](C)CO)C(=O)Cc2cc(NC(=O)NC3CCCCC3)ccc2O[C@@H]1CN(C)Cc1ccc(C(F)(F)F)cc1 | 2 | -118 | 2 | 3 | 0.0 | -1 | 2
C[C@@H]1CN([C@H](C)CO)C(=O)c2c(c3ccccc3n2C)-c2ccccc2CO[C@@H]1CN(C)C(=O)Nc1ccc(F)cc1 | -3 | 9 | 13 | 2 | -4.3 | 4 | 2
O=C1c2ccccc2C(Nc2ccc(F)cc2F)N1CCN1CCOCC1 (stereo not drawn) | 2 | 2 | 0 | -3 | -0.6 | 11 | -1
O=C(CCS(=O)(=O)c1ccc(Cl)cc1)Nc1ccc(F)cc1 | -3 | 8 | -5 | 1 | -0.1 | 7 | -7
CCCc1cc(=O)n2[nH]c(C(F)(F)F)nc2n1 | 0 | 1 | -3 | 2 | . | 6 | -1
